Pf growth 48h – inhibits P. falciparum growth in the first generation, 48 h; P. falciparum luciferase growth in erythrocytes, 48 h; Potency, µM (titrated, usually from 28.7 µM), without a hit: top-dose activity change, negative = inhibition, hits mostly inhibitors; 5.9% of 310,000 active; note: potency is the fitted concentration of half-maximal effect; % is set by controls: 0 for no effect and ±100 for the full control effect
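Firefly luciferase activity from engineered P. falciparum reports growth; inhibitors lower the luminescent signal. Cultures contained 2% hematocrit erythrocytes at 0.1% final parasitemia.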
Giardia FBPA inh – blocks Giardia fructose-bisphosphate aldolase activity. purified Giardia FBPA. A8B2U2. 0.71% of 290,000 active. Potency, µM (titrated, usually from 59.6 µM), for the others: top-dose activity, negative = inhibition, usual class: inhibitors; note: potency is the fitted concentration of half-maximal effect; % is set by controls: 0 for no effect and ±100 for the full control effect; nearly all actives have a fitted effect of over 55% in size
Target sequence (A8B2U2 whole entry, looked up): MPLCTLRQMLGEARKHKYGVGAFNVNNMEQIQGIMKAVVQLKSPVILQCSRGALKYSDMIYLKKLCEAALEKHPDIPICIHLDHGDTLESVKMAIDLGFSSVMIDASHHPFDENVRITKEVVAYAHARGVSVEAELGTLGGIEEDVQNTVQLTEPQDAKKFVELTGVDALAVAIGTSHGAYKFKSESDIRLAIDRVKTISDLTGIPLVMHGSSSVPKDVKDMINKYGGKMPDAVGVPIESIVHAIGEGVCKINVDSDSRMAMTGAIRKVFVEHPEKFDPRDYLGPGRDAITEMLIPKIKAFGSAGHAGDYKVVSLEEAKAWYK
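40 nM FBPA preincubated 10 min at RT with compound (up to 57.5 uM final), then substrate plus GAPDH/TPI/NAD/arsenate coupling and diaphorase/resazurin added. Fluorescence read after 20 min at RT, 525/598 nm.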
HCV inh – HCV inhibition. Huh7.5.1 HCVcc-Cre infection, luciferase reporter, 44 h. Potency, µM (doses to about 41.8 µM), for the others: at the top dose activity change, negative = inhibition, most hits filed as inhibitors. 3.4% of 340,000 active; note: potency is the fitted concentration of half-maximal effect; % is set by controls: 0 for no effect and ±100 for the full control effect
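Antiviral activity was scored by luciferase reporter output from cells infected with HCVcc-Cre (~0.5 moi) in presence of compound, 44 h infection period, cells seeded 1,000/well 4 h prior.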
Pf growth 96h – inhibits malaria parasite growth, 96 h | P. falciparum luciferase reporter growth, 96 h | Potency, µM (titrated, usually from 28.7 µM), for inactives: at the top dose activity change, negative = inhibition, most hits filed as inhibitors | 6.9% of 320,000 active | AID 504834; note: potency is the fitted concentration of half-maximal effect; % is set by controls: 0 for no effect and ±100 for the full control effect
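Two parasite generations (96 h, 37 C, 5% CO2) of compound exposure in infected erythrocytes (0.05% parasitemia, 2% hematocrit). Luciferase-reporter P. falciparum; decreased luminescence indicates inhibited growth, aimed at apicoplast-acting delayed death.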
CHX counter – counter-screen for Shiga toxin inhibitors: cycloheximide protein synthesis inhibition; cell reporter, cycloheximide protein synthesis inhibition counterscreen; max response, %; 12% of 300,000 active; in the data active = max response mostly above about 13%, no sharp cut-off; inactive = mostly below about 14%; note: read at 38.3 µM for the half of the compounds with a filed dose; 0% is about no effect
Shiga inhibitor – inhibitors of Shiga toxin in Vero cells | inhibition, % at 38.7 µM | AID 2315 | Vero cells, Shiga toxin protein synthesis inhibition reporter | 9.2% of 290,000 active; in the data active = inhibition mostly above about 28%, no sharp cut-off; inactive = mostly below about 43%; note: 0% is about no effect
Active calls of the source: *; ? = inconclusive; · = not tested or not shown; [ ] = dose if it differs, or a comment. Unless noted, calls come from the whole dose curve; as a rule, active = well fitted curve in the direction sought with a large enough effect; inconclusive = small, poorly fitted or top-dose-only effect, or another doubt; inactive = no such curve, though single readings can be large; an effect the other way counts as inactive or inconclusive. Rows are unselected. Share with any hit: about 24%.

SMILES | Pf growth 48h | Giardia FBPA inh | HCV inh | Pf growth 96h | CHX counter | Shiga inhibitor
Cc1cccc(C(=O)NCC(=O)OC(C)C(=O)Nc2ccc(Cl)cn2)c1 (stereo unspecified) | 11% | · | -6% | 136%[activator] | · | ·
Cc1cc[n+](CC(=O)c2cccc([N+](=O)[O-])c2)c2ccccc12 | ? | -3% | -24% | ? | -3 | ·
COC(=O)c1c(C)[nH]c(C(=O)C(C)OC(=O)c2cc(C)oc2C)c1C (stereo unspecified) | -13% | · | ? | -15% | · | ·
COC(=O)c1[nH]c(C)c(/C(O)=C2\C(=O)C(=O)N(CCN(C)C)C2c2cc(OC)ccc2OC)c1C (stereo unspecified) | 11% | -9% | 17% | 2% | -3 | -13
CC(C)C(OC(=O)C1=Cc2ccccc2OC1)C(=O)NC1CCCC1 (stereo unspecified) | 16% | 2% | ? | 32%[activator] | -5 | -3
CCn1c(CSc2n[nH]c(N)n2)nc2cc(C(=O)O)ccc21 | 17% | 16µM* | 6% | 27% | 1 | -3
CCOC(=O)c1nn(-c2ccc(C)cc2)cc1C(=O)c1ccccc1 | · | 23% | ? | 16% | 68* | 113*
COC(=O)c1ccc(COc2ccc(/C=N/Nc3nc(C)cc(=O)[nH]3)cc2)cc1 | ? | 0% | -16% | -76% | 9 | 45*
Cc1cc(Cl)ccc1OCC(=O)Nc1ccccc1CO | 13µM* | -4% | 3.2µM* | 26% | 25* | 50*
CCOc1c2ccc(C(=O)NCc3ccc(OC(F)(F)F)cc3)cc2nn1C | ? | -2% | 4% | -5% | -3 | 29
Cn1c(=O)oc2cc(S(=O)(=O)CCC(=O)N3CCN(c4ccccc4F)CC3)ccc21 | -18% | 10% | 2% | ? | -2 | -8
C=CCSC1=C(C#N)C(c2ccc(C(C)C)cc2)CC(=O)N1 (stereo unspecified) | · | -15% | 9% | -20% | -9 | -15
NC(CSCC(=O)O)C(=O)O (stereo unspecified) | 9% | 7% | · | 5% | 5 | -4
CCOc1cc2[nH]c(=O)n(CCCCC(=O)NC3CCCCCC3)c(=O)c2cc1OCC | ? | 6% | 17% | · | 7 | 12
O=C(O)C1Cc2ccccc2CN1S(=O)(=O)c1ccc(Cl)cc1 (stereo unspecified) | 19% | 10% | 22% | 1% | -3 | -5

(cont.)
SMILES | Pf growth 48h | Giardia FBPA inh | HCV inh | Pf growth 96h | CHX counter | Shiga inhibitor
CCN(CC)C(=O)Cn1c(=O)n(Cc2ccc(F)cc2)c(=O)c2sccc21 | 9% | 1% | 5% | ? | 2 | -7
Cc1cccn2c(=O)c3cc(C(=O)NC4CCCCC4)c(=N)n(Cc4ccccc4)c3nc12 | -5% | · | 6% | ? | -3 | -17
COc1ccc(O)c(CN2CCN(CCCc3ccccc3)C(CCO)C2)c1 (stereo unspecified) | ? | 8% | -5% | ? | 4 | -3
CCOC(=O)C1CCN(c2c(Nc3ccc(C)c(C)c3)c(=O)c2=O)CC1 | ? | 4% | -7% | ? | -2 | -3
CCOC(=O)N1CCC(N2C(=O)c3ccc(C(=O)Nc4ccc(OC)c(OC)c4)cc3C2=O)CC1 | 3% | -4% | -3% | 2% | -2 | -14
O=C(N/N=C/c1ccc2c(c1)OCO2)c1cccnc1 | 27% | 6% | 11% | 18% | 48* | 104*
CCCCOCCCNC(=O)COc1ccccc1 | 13% | 0% | 23% | 5% | -2 | -8
Cc1ccc(-c2noc(C3CCCN(C(=O)c4cccc(F)c4)C3)n2)cc1 (stereo unspecified) | -3% | -4% | ? | 42%[activator] | 22* | 19
O=C(O)CC12CC3CC(C1)CC(n1ncc(NCc4ccc(F)cc4)c(Cl)c1=O)(C3)C2 | ? | 5% | 27% | ? | -1 | -10
COC(=O)C[C@]1(C(=O)OC)CN(C#N)N(c2ccc(Cl)cc2)C12c1ccccc1-c1ccccc12 | 3.7µM* | 0% | 5.6µM* | 3.7µM* | -8 | -11
CC(C)CC(=O)Nc1cccc(-c2nc3ncccc3o2)c1 | -15% | 11% | -29% | ? | 13 | 31
COc1cc(OC)cc(C(=O)Nc2ccc(N3CCN(C(=O)c4cccs4)CC3)cc2)c1 | ? | · | ? | 8% | -2 | -23
CCOc1cc(/C=N/NC(=O)C(=O)NCc2ccc3c(c2)OCO3)ccc1OCC(=O)N1CCOCC1 | 30%[activator] | 2% | 9% | 26% | -1 | -11
COCc1cc(C)nc2sc3c(=O)n(-c4cccc5ccccc45)nnc3c12 | ? | -18% | -3% | ? | -2 | -7
CC(C)C(NS(=O)(=O)c1cccc2nsnc12)C(=O)NC1CCCCC1 (stereo unspecified) | 15% | · | 5% | 10µM* | 8 | -8

Looked up by structure from above (2):
SMILES | Pf growth 48h | Giardia FBPA inh | HCV inh | Pf growth 96h | CHX counter | Shiga inhibitor
COC(=O)C[C@]1(C(=O)OC)CN(C#N)N(c2ccc(Cl)cc2)C12c1ccccc1-c1ccccc12 | 3.7µM* | 0% | 5.6µM* | 3.7µM* | -8 | -11
Cn1c(=O)oc2cc(S(=O)(=O)CCC(=O)N3CCN(c4ccccc4F)CC3)ccc21 | -18% | 10% | 2% | ? | -2 | -8

The results go on.
Results follow in this order: Pf growth 48h	Giardia FBPA inh	HCV inh	Pf growth 96h	CHX counter	Shiga inhibitor
COc1cc2[nH]c3c(N4CCN(c5ccc(Cl)cc5)CC4)ncnc3c2cc1OC
  4.1µM*	-2%	?	?	0	-7
CC1Sc2ccc(S(=O)(=O)N(C)Cc3ccccc3)cc2NC1=O (stereo unspecified)
  -2%	·	?	?	-8	-6
Cc1cc(=O)oc2c3c(cc(OCC(=O)N[C@@H](C)C(=O)O)c12)OC(C)(C)CC3
  -17%	-3%	13%	12%	-1	-4
CCOc1ccc(NS(=O)(=O)c2ccc(N)cc2)cc1
  -1%	0%	5%	·	6	-5
Cc1ccccc1NC(=O)c1ccc(OCc2c(C)noc2C)cc1
  ?	·	?	-6%	·	·
CC(=O)N1CCN(C(=O)C2(NC(=O)Nc3ccc(C)cc3)CCCCC2)CC1
  40%[activator]	6%	13%	363%[activator]	7	23
O=C(Nc1ccc(-c2csc(-c3ccccc3)n2)cc1)c1ccccc1
  ?	2%	?	?	-2	-10
O=C(Nc1ccccc1N1CCOCC1)c1cc(F)cc(F)c1
  -2%	1%	2%	18%	12	-2
CCOC(=O)N1CCC(NC(=O)c2ccc3c(c2)N(Cc2ccccc2)CCS3)CC1
  ·	2%	-21%	?	3	9
COc1ccc(NC(=O)CSc2nc(N)c(NC(=O)c3ccccc3F)c(=O)[nH]2)cc1
  22%	-16%	·	67%[activator]	-3	15

10 entries already listed, arranged by molar mass, largest number first.
Results follow in this order: Pf growth 48h	Giardia FBPA inh	HCV inh	Pf growth 96h	CHX counter	Shiga inhibitor
CCOc1cc(/C=N/NC(=O)C(=O)NCc2ccc3c(c2)OCO3)ccc1OCC(=O)N1CCOCC1
  30%[activator]	2%	9%	26%	-1	-11
CCOC(=O)N1CCC(NC(=O)c2ccc3c(c2)N(Cc2ccccc2)CCS3)CC1
  ·	2%	-21%	?	3	9
COc1cc2[nH]c3c(N4CCN(c5ccc(Cl)cc5)CC4)ncnc3c2cc1OC
  4.1µM*	-2%	?	?	0	-7
CC(C)C(NS(=O)(=O)c1cccc2nsnc12)C(=O)NC1CCCCC1 (stereo unspecified)
  15%	·	5%	10µM*	8	-8
Cc1cc(=O)oc2c3c(cc(OCC(=O)N[C@@H](C)C(=O)O)c12)OC(C)(C)CC3
  -17%	-3%	13%	12%	-1	-4
COCc1cc(C)nc2sc3c(=O)n(-c4cccc5ccccc45)nnc3c12
  ?	-18%	-3%	?	-2	-7
CC(=O)N1CCN(C(=O)C2(NC(=O)Nc3ccc(C)cc3)CCCCC2)CC1
  40%[activator]	6%	13%	363%[activator]	7	23
CC1Sc2ccc(S(=O)(=O)N(C)Cc3ccccc3)cc2NC1=O (stereo unspecified)
  -2%	·	?	?	-8	-6
O=C(Nc1ccc(-c2csc(-c3ccccc3)n2)cc1)c1ccccc1
  ?	2%	?	?	-2	-10
O=C(Nc1ccccc1N1CCOCC1)c1cc(F)cc(F)c1
  -2%	1%	2%	18%	12	-2

Remaining list, next part:
Results follow in this order: Pf growth 48h	Giardia FBPA inh	HCV inh	Pf growth 96h	CHX counter	Shiga inhibitor
C=CC[C@H]1CC(C)=C[C@H](CC=C)N1C(=O)c1cc(COc2ccccc2SC)on1
  13%	-5%	13µM*	?	-1	-7
Cc1cccc(OCCCC(=O)NC2CCCCC2)c1
  18%	12%	-4%	22%	1	-12
Cc1cc(Br)ccc1NC(=O)CNC(=O)Cc1ccc(S(=O)(=O)N2CCOCC2)s1
  -16%	·	-4%	?	·	·
COc1ccc(CNC(=O)C2CC=CCC2C(=O)O)cc1OC (stereo unspecified)
  -5%	-6%	9%	24%	-1	-8
Cc1ccc(CNCc2cc3c(C(C)(C)C)nn(-c4ccccc4)c3[nH]c2=O)cc1
  0.37µM*	17%	10µM*	·	10	24
Cn1nnnc1SCC(=O)Nc1ccc(Cl)cc1Cl
  3%	7%	·	?	-2	52
Cc1cc2nc3n(c2cc1C)CC1CC(C(=O)NCCc2cccs2)N(C)C31 (stereo unspecified)
  40%[activator]	3%	38%[activator][8.37 µM]	31%[activator]	-4	-9
COc1ccc(NC(=O)Nc2ccccc2C(N)=O)cc1OC
  24%	-1%	·	·	19	9
O=C(O)c1cccnc1-c1ncccc1C(=O)O
  0%	-3%	-4%	51%[activator]	7	11
O=C(O)C1C2CCC(CC2)C1C(=O)N1CCN(Cc2ccc(F)cc2)CC1 (stereo unspecified)
  6%	1%	7%	0%	2	12

Later entries:
Results follow in this order: Pf growth 48h	Giardia FBPA inh	HCV inh	Pf growth 96h	CHX counter	Shiga inhibitor
O=C(c1ccc(S(=O)(=O)N2CCCCC2)cc1)N1CCc2ccccc2C1
  ?	3%	-15%	3.3µM*	1	-22
O=C(CNC(=O)c1ccc2c(c1)S(=O)(=O)N=C1CCCCCN12)Nc1ccc(F)c(F)c1
  10µM*	·	-3%	?	·	·
CSc1nc2ccccc2n1CC(=O)Nc1c(C)cccc1C
  2%	-5%	-1%	7.4µM*	-1	-10
Cc1ccccc1N1CCN(Cc2c[nH]c3ccccc23)CC1
  ·	?	?	-91%	0	-12
COC(=O)C1C2C=CC3(CN(CC4CCCO4)C(=O)C13)O2 (stereo unspecified)
  1%	7%	31%[activator]	-10%	-3	8
S=C(NCCN1CCOCC1)Nc1ccc(Cl)cc1
  -16%	1%	7%	56%[activator]	1	-1
COc1cc(C(=S)N2CCOCC2)ccc1OC(=O)c1ccccc1
  ?	-6%	0%	247%[activator]	4	10
CCOC(=O)c1ccc2c(c1)C1C=CCC1C(C(=O)OCC)N2 (stereo unspecified)
  12µM*	-14%	?	3%	1	·
Cc1cc(C)nc(Sc2c(F)c(F)c(C(F)(F)F)c(F)c2F)n1
  26%	?	-3%	28%	6	7
COc1ccc(CCNC(=O)CC(=O)N/N=C/c2ccc(C(=O)O)cc2)cc1OC
  1%	-5%	12%	22%	-1	·

Next part:
Results follow in this order: Pf growth 48h	Giardia FBPA inh	HCV inh	Pf growth 96h	CHX counter	Shiga inhibitor
NC(=O)CSc1nnc(-c2ccccc2F)n1C1CC1
  32%[activator]	-5%	?	25%	-1	24
CCOc1ccc(NS(=O)(=O)c2cc(C(=O)N3CCCC3)ccc2Cl)cc1
  ?	·	?	-6%	·	·
CC(C)(C#CCCCCC#CC(C)(C)[N+](C)(C)C)[N+](C)(C)C
  -11%	0%	·	?	0	-7
Cc1cccc(-n2c(C)c(C)c3c(N)ncnc32)c1
  ?	-12%	-21%	-5%	19*	19
